Pin1 inhibitor: qHTS Assay to Find Inhibitors of Pin1; hit rate 0.009% among 390,000; Pin1 FP peptide displacement, HiFluor488, 10 min; AID 504891, 2011; Peptidyl-prolyl cis-trans isomerase NIMA-interacting 1 (Homo sapiens), Q13526; Potency, µM (highest dose often 115 µM), inactives show at the highest dose activity, negative = inhibition, usual class: inhibitors; active means well fitted inhibition curve with a large enough effect in the polarisation, with a control signal flat, not every such curve was filed as active; inconclusive means small, poorly fitted or top-dose-only effect, or effect the other way, or a change in a side signal; inactive means no such curve, though single readings can be large or run the other way; the % refers to the polarisation; further: on the % scale 0 is the no-effect control and ±100 the full control effect
Target sequence (Q13526 whole entry, looked up): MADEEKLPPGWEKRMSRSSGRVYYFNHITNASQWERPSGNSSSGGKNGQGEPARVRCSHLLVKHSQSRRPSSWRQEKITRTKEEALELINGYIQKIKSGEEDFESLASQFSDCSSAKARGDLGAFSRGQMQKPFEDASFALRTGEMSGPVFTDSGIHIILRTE
PGK inhibitor: qHTS Assay to Find Inhibitors of Phosphoglycerate Kinase; Phosphoglycerate kinase, glycosomal (Trypanosoma brucei brucei), P07378; PGK/GAPDH coupled, Kinase-Glo luminescence, 60 min; Potency, µM (highest dose often 57.5 µM), without a hit: at the top dose activity change, negative = inhibition, actives largely listed as inhibitors; hit rate 0.043% among 380,000; further: on the % scale 0 is the no-effect control and ±100 the full control effect; nearly all actives have a fitted effect of over 60% in size
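Recombinant glycosomal PGK reaction used 1,3-bisphosphoglycerate generated in-well by GAPDH (100nM final) in 100mM TEA pH 7.6, 5mM MgCl2, 0.01% Tween-20. After 60 minutes at room temperature, ATP was read by Kinase-Glo Plus luminescence end-point.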
GLS inh: qHTS for Inhibitors of Glutaminase (GLS). GLS enzymatic activity, qHTS titration. Potency, µM (titrated, usually from 45.5 µM), for inactives: at the top dose activity change, negative = inhibition, actives largely listed as inhibitors. hit rate 0.21% among 410,000; further: on the % scale 0 is the no-effect control and ±100 the full control effect
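Compounds were pin-transferred onto hKGA, after which L-glutamine (1 mM solution) and a detection mix of glutamate oxidase, HRP and Amplex Red were added. Initial and 30 min RT fluorescence reads were collected.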
JMJD2A Tudor: qHTS Assay for Inhibitors of JMJD2A-Tudor Domain; Potency, µM (doses to about 114 µM), without a hit: at the highest dose activity change, negative = inhibition, most hits filed as inhibitors; AID 504339, 2011; hit rate 4.4% among 390,000; AlphaScreen JMJD2A-Tudor / H3K4me3 peptide binding; Lysine-specific demethylase 4A (Homo sapiens), O75164; further: on the % scale 0 is the no-effect control and ±100 the full control effect; nearly all actives have a fitted effect of over 50% in size
TrxR1 inh: qHTS Assay for Inhibitors of Mammalian Selenoprotein Thioredoxin Reductase 1 (TrxR1): qHTS. AID 588453, 2011. hit rate 1% among 390,000. Potency, µM (titrated, usually from 114 µM), for inactives: at the top dose activity change, negative = inhibition, hits mostly inhibitors. recombinant rTrxR1, NADPH fluorescence consumption, selenite substrate. Thioredoxin reductase 1, cytoplasmic (Rattus norvegicus), O89049; further: on the % scale 0 is the no-effect control and ±100 the full control effect; nearly all actives have a fitted effect of over 65% in size
Target sequence (O89049 whole entry, looked up): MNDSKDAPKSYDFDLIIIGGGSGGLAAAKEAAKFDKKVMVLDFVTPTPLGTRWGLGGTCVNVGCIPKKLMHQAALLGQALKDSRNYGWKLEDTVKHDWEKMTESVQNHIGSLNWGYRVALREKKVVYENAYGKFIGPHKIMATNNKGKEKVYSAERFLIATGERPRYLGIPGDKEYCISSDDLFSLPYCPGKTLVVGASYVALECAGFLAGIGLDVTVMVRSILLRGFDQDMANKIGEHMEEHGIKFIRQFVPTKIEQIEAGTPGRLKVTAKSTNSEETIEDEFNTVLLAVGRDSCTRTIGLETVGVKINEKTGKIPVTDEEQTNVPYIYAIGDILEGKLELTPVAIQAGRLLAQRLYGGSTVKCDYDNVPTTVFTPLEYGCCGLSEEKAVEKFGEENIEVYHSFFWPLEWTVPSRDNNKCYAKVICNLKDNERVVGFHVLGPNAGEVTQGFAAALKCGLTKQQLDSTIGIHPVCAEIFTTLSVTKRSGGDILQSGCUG
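Rat TrxR1 (90 nM in the dispensed reagent) was pre-reduced with 400 uM NADPH for 5 min at room temperature, then incubated with compound for 15 min. After 400 uM selenite was added, NADPH fluorescence (Ex 340/Em 450 nm) was followed for 8 min.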
ERG Ets-DNA blk: qHTS for Small Molecule Inhibitors of the ERG Ets/DNA interaction; Transcriptional regulator ERG (Homo sapiens), P11308; fluorescence polarization, His-ERG Ets domain / labelled DNA; Potency, µM (doses to about 76.9 µM), for the others: top-dose FP activity, negative = inhibition, usual class: inhibitors; hit rate 0.028% among 370,000; active means well fitted inhibition curve with a large enough effect in the polarisation, with a control signal flat; inconclusive means small, poorly fitted or top-dose-only effect, or effect the other way, or a change in a side signal; inactive means no such curve, though single readings can be large or run the other way; the % refers to the polarisation;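 further: polarization taken with two DNA probes labelled with fluorescein and Texas red; % of control where 0% means no effect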
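His-tagged ERG Ets domain (1 uM in the protein solution; 300mM KCl, 50mM Tris-HCl, 1mM EDTA, 1mM DTT, pH 7.5) received compound, then a probe mix of 5 nM fluorescein-DNA and 100nM Texas-615-DNA. Fluorescence polarization was read for both dyes.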
HP1b binding inh: HTS for Inhibitors of HP1-beta Chromodomain Interactions with Methylated Histone Tails; Potency, µM (doses to about 114 µM), for inactives: top-dose activity change, negative = inhibition, most hits filed as inhibitors; Chromobox protein homolog 1 (Homo sapiens), P83916; AID 540317, 2011; hit rate 0.56% among 390,000; AlphaScreen HP1-beta / biotin-H3K9me3 peptide binding; further: nearly all actives have a fitted effect of over 70% in size; inactives centre near 23
Target sequence (P83916 whole entry, looked up): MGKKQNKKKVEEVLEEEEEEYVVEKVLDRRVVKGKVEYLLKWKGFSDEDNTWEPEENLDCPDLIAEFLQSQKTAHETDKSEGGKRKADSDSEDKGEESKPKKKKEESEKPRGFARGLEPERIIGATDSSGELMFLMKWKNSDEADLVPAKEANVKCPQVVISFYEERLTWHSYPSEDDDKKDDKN
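HP1-beta protein (50 nM final) preincubated 30 min at room temperature with biotinylated H3(1-18)K9me3 peptide (50 nM) in PBS pH 7.4, 0.01% Tween-20, then compound added for 30 min. AlphaScreen streptavidin donor/nickel chelate acceptor beads (10 ug/mL final), 30 min dark, luminescence read.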
RGS4 inh: Inhibitors of Regulator of G Protein Signaling (RGS) 4: qHTS; Transcreener GDP fluorescence polarization, RGS4-accelerated GTP hydrolysis; hit rate 0.039% among 390,000; Potency, µM (series often up to 114 µM), without a hit: top-dose activity change, negative = inhibition, actives largely listed as inhibitors; further: on the % scale 0 is the no-effect control and ±100 the full control effect; nearly all actives have a fitted effect of over 75% in size; some results filed as inactive show a strong effect at the top dose
Target sequence (P49798 whole entry, looked up): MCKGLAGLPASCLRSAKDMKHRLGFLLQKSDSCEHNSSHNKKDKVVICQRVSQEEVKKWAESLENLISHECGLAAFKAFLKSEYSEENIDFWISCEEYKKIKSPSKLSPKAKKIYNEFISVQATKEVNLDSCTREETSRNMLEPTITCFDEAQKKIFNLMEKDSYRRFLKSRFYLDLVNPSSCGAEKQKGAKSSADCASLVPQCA
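MLSMR compounds (23 nl, pin-transferred) preincubated 10 min at room temperature with a 500nM (2x) first reagent, then RGS4 at 900nM (2x) plus Transcreener GDP mix added; fluorescence polarization (620/688 nm) read before and after 90 min at 30 °C.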
ALOX12 inh: Primary qHTS assay for inhibitors of human arachidonate 12S-lipoxygenase (ALOX12): Round 2; Polyunsaturated fatty acid lipoxygenase ALOX12 (Homo sapiens), P18054; AID 1671190, 2021; purified 12hLO, xylenol orange hydroperoxide absorbance; Potency, µM (highest dose often 108 µM), inactives show at the highest dose activity change, negative = inhibition, actives largely listed as inhibitors; hit rate 1.1% among 580,000; further: on the % scale 0 is the no-effect control and ±100 the full control effect
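Purified human 12hLO (150 nM final) in 25 mM Hepes, 0.01% Triton X-100, pH 7.0 was preincubated 15 min at room temperature with compound. Then 40 uM arachidonic acid was added, 30 min. Hydroperoxide was read by Fe-XO absorbance ratio 573/405 nm.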
* marks the source's active call; other numbers are inactive results; i = inactive; ? = inconclusive; . = no result given; & = joins results of further samples; [ ] = dose if it differs, or a comment. Unless noted, the call rests on the fitted dose curve; in most records, active means well fitted curve in the direction sought with a large enough effect; inconclusive means small, poorly fitted or top-dose-only effect, or another doubt; inactive means no such curve, though single readings can be large; an effect the other way counts as inactive or inconclusive. Potency means the concentration at half of the fitted maximal effect. An excerpt (hit frequency here may not be typical).

no.	SMILES	Pin1 inhibitor	PGK inhibitor	GLS inh	JMJD2A Tudor	TrxR1 inh
1	CN(C(=O)c1ccccc1-c1ncc[nH]1)C1CCCN(Cc2ccccc2F)C1 (stereo unspecified)	0%	-1%	-3%	-23%	7%
2	O=C(COC(=O)c1cc(=O)[nH]c2ccccc12)Nc1ccc(F)cc1	2%	-7%	-2%	-2%	2%
3	Cc1nc(C(C)NC(=O)CCc2nnc(-c3ccsc3)o2)cs1 (stereo unspecified)	4%	0%	-2%	-2%	13%
4	CCOC(=O)C(CC)/C(C)=N\NC(=O)c1cccc(C)c1 (stereo unspecified)	-3%	-6%	24%	-8%	25%
5	Cn1c(S(=O)(=O)O)nc2ccccc21	-5%	3%	5%	-10%	3%
6	Cc1c(NC(=O)CC(C)C)cccc1-c1nc2cccnc2s1	-2%	-9%	-8%	-19%	6%
7	Cc1ccc(C(=O)N2[C@@H]3CN(C)C(=O)[C@@]2(C)[C@H]2C(=O)N(Cc4ccccc4)C(=O)[C@@H]32)cc1	-2%	6%	0%	-6%	-25%[57.1 µM]
8	CCOC(=O)c1c(NC(=O)COC(=O)CCOc2ccc(C)cc2)sc(C(=O)N(C)C)c1C	10%	3%	-1%	-18%	14%

no.	ERG Ets-DNA blk	HP1b binding inh	RGS4 inh	ALOX12 inh
1	1%	13%	-17%	?
2	-8%	29%	-29%	?
3	-6%	42%[activator]	43%	9%
4	13%	21%	0%	47%[activator]
5	-2%	11%	18%	?
6	16%	9%	3%	-15%
7	3%	38%	-3%	-23%
8	-3%	-1%	-19%	-5%

New compounds follow
no.	SMILES	Pin1 inhibitor	PGK inhibitor	GLS inh	JMJD2A Tudor	TrxR1 inh
9	Cc1ccc(Oc2ncccc2CO)cc1	?	-1%	0%	-7%	-1%[57.1 µM]
10	Cc1ccc(NC(=O)Cn2nc(C)n3cccc3c2=O)c(C)c1	16%	i	1%	-21%	7%
11	Cc1csc(/N=C/N(C)C)c1C#N	3%	-9%	0%	-2%	29%[11.4 µM]
12	Cc1ccc(-c2nn(-c3ccc(F)cc3)cc2C(=O)NC2CCC(O)CC2)cc1 (stereo unspecified)	-4%	i	-10%	-6%	-6%
13	CC(C)C(=O)NS(=O)(=O)c1ccc(N)cc1	3%	3%	9%	-2%	1%
14	O=C1OC(Nc2ccc(Br)cn2)c2ccccc21 (stereo unspecified)	2%	8%	16%	-1%	0%
15	CC(=O)N1CCN(C2=NC(=O)/C(=C\c3cccs3)S2)CC1	-5%	-1%	-7%	-3%	22%[57.1 µM]
16	Cc1[nH]c(C)c(S(=O)(=O)N2CCN(c3ccccc3F)CC2)c1C(=O)N1CCCCC1	2%	-4%	3%	-21%	2%

no.	ERG Ets-DNA blk	HP1b binding inh	RGS4 inh	ALOX12 inh
9	4%	22%	-12%	-12%
10	-7%	44%[activator]	16%	-2%
11	7%	48%[activator]	-28%	-2%
12	10%	18%	-15%	-7%
13	0%	32%	7%	2%
14	8%	29%	25%	-18%
15	7%	21%	-3%	2%
16	-13%	35%[activator]	3%[11.4 µM]	-3%

Following part:
no.	SMILES	Pin1 inhibitor	PGK inhibitor	GLS inh	JMJD2A Tudor	TrxR1 inh
17	CC1CCCCN1CCNC(=O)c1ccc2c(=O)n(Cc3ccc(Cl)cc3)c(=S)[nH]c2c1 (stereo unspecified)	19%	i	-18%	-34%	9%
18	CC(C)C(=O)Nc1ccc2c(c1)nc1n2CCSC1	-2%	-5%	6%	-16%	18%
19	O=C(COc1ccccc1)Nc1nnc(S(=O)(=O)Nc2ccccc2)s1	0%&0%	-7%&6%	9%&12%	?	13%
20	CCCOc1ccc(NC(=O)OC2CCN(C)CC2)cc1	-7%	i	-6%	-8%	-12%
21	C[C@H](NC(=O)c1nc[nH]c1C(=O)N[C@@H](Cc1ccccc1)C(=O)OC(C)(C)C)C(=O)OC(C)(C)C	?	3%	0%	-27%	-7%[57.1 µM]
22	COc1cc(O)c(C(=O)O)c(CCc2ccccc2)c1	-7%	-9%	27%	-27%	-6%
23	NS(=O)(=O)Oc1ccccc1	-2%	i	27%	-24%	19%
24	CCn1nc(-c2ccccc2)c(-c2ccccc2)c(C(=O)Nc2ccccc2C#N)c1=O	-11%	1%	8%	-16%	8%

no.	ERG Ets-DNA blk	HP1b binding inh	RGS4 inh	ALOX12 inh
17	2%	15%	20%	?
18	0%	26%	?	-13%
19	0%&-1%	46%&-31%[activator]	-8%&-2%	0%&-2%
20	.	36%[activator]	-11%	-5%
21	-11%	21%	-6%	15%
22	-4%	34%	6%	?
23	5%	17%	21%	?
24	-1%	35%	1%	-10%

Next part
no.	SMILES	Pin1 inhibitor	PGK inhibitor	GLS inh	JMJD2A Tudor	TrxR1 inh
25	COc1ccc(-c2c(C)nn3c(-c4ccccc4)cc(-c4ccccc4)nc23)cc1OC	12%	-1%	-2%	-27%	14%
26	O=C(O)c1cc(/C=C/c2ccc(N3CCOCC3)c([N+](=O)[O-])c2)nc2ccccc12	-6%	-5%	-15%	-35%	-6%
27	N#CC1c2ccccc2C=CN1C(=O)c1ccccc1 (stereo unspecified)	-5%	-6%	-5%	-19%	2%
28	CCOc1ccc(NC(=O)Cn2nc(SC)c(S(=O)(=O)c3ccccc3)c2N)cc1	0%	-9%	-7%	-32%	10%[57.1 µM]
29	COc1ccccc1Oc1ccc2c(c1)C(=O)N(c1ccc(Br)c3cccnc13)C2=O	-2%	-7%	-18%	-21%	130%[activator]
30	CCCCN1CCc2c1nc1ccc(Br)cc1c2N	5%	.	9%	-28%	11%
31	Cc1ccc(OCc2nnc(SCC(=O)c3ccccc3)n2Cc2ccco2)cc1	27%	0%	3%	?	-50%
32	Cc1nc2nc(SCC(=O)NCCCN3CCCCC3)nn2c(C)c1Cc1ccccc1	-6%	i	-2%	6%	-18%

no.	ERG Ets-DNA blk	HP1b binding inh	RGS4 inh	ALOX12 inh
25	-1%	?	16%	1%
26	-3%	30%	-43%[56.9 µM]	?
27	4%	14%	-9%	18%
28	1%	?	21%	-28%
29	8%	7%	-10%	-12%
30	1%	3%	9%	?
31	-2%	5%	-29%	0%
32	8%	8%	-7%	-10%

(continued)
no.	SMILES	Pin1 inhibitor	PGK inhibitor	GLS inh	JMJD2A Tudor	TrxR1 inh
33	Cc1ccc(-c2csc(N3CCN(CCCn4c(-c5ccncc5)nc5ccccc54)CC3)n2)cc1	19%	-8%	7%	?	-11%
34	CN(C)S(=O)(=O)c1ccc(C(=O)Nc2cccnc2)cc1	-3%	i	0%	-17%	6%[57.1 µM]
35	COc1ccc2nc(SCC(=O)NCc3ccccc3)[nH]c2c1	8%	6%	2%	-16%	-13%
36	O=C1CCCc2ccc3ccccc3c21	-4%	5%	-9%	19%	-3%[57.1 µM]
37	Cc1ccc(N2CC(C(=O)Nc3nnc(C(C)C)s3)CC2=O)cc1 (stereo unspecified)	-6%	-8%	-2%	-17%	12%
38	C=C1c2ccccc2O[C@H](C(=O)OCC)[C@H]1OC	7%	-9%	-8%	10%	-29%
39	CCOC(=O)Cn1c(O)c(N=NC(=O)OC)c2ccccc21	2%	6%	0%	-17%	9%
40	Cc1ccc(N2C(=O)CC(Sc3ncn[nH]3)C2=O)cc1C (stereo unspecified)	12%	5%	42%[activator]	10µM*	?
41	COc1ccc(NC(=O)CSCC(=O)N(C)CC(=O)Nc2c(C)cccc2C)cc1	0%	-8%	0%	-5%	7%

no.	ERG Ets-DNA blk	HP1b binding inh	RGS4 inh	ALOX12 inh
33	1%	?	-10%	0%
34	2%	7%	-32%	0%
35	-9%	21%	22%	17%
36	-7%	45%[activator]	11%	-5%
37	0%	2%	3%	0%
38	23%	74%[activator]	-6%	-13%
39	1%	-19%	5%	-5%
40	1%	-62%	-24%	0%
41	1%	20%	28%	-1%

A draw from above in order of heavy-atom count, high to low.
no.	SMILES	Pin1 inhibitor	PGK inhibitor	GLS inh	JMJD2A Tudor	TrxR1 inh
41	COc1ccc(NC(=O)CSCC(=O)N(C)CC(=O)Nc2c(C)cccc2C)cc1	0%	-8%	0%	-5%	7%
37	Cc1ccc(N2CC(C(=O)Nc3nnc(C(C)C)s3)CC2=O)cc1 (stereo unspecified)	-6%	-8%	-2%	-17%	12%
38	C=C1c2ccccc2O[C@H](C(=O)OCC)[C@H]1OC	7%	-9%	-8%	10%	-29%

no.	ERG Ets-DNA blk	HP1b binding inh	RGS4 inh	ALOX12 inh
41	1%	20%	28%	-1%
37	0%	2%	3%	0%
38	23%	74%[activator]	-6%	-13%
